Screening results (PubChem BioAssay)
West Nile antiviral – West Nile virus antiviral activity, cell-based, CPE readout (AID 1621); West Nile virus-infected cells, CPE inhibition; higher % means a stronger effect; 0.02% of 290,000 active; CPE inhibition, % at 10 µM; hits with a dose series show IC50 in µM; in the data active = a potency from the dose series; inconclusive = CPE inhibition mostly from about 3.7% at the one dose, without a potency; inactive = the rest, 99 in 100 with CPE inhibition below about 2.2%; also: strong numbers were not always called active
ER stress rescue – protection against thapsigargin-triggered cell killing – 384-well, CSM14.1, ATP luminescence, primary screen (AID 1222) | 190,000 tested, under 10 active | one-dose cellular ATP content (survival), % at 20 µM; EC50 in µM for titrated hits | CSM14.1 thapsigargin-induced death rescue, ATP luminescence; higher % means a stronger effect;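 active = EC50 below 50 µM in the dose-response confirmation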;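 also: death triggered by thapsigargin at about 15 µM added after 2 h compound pretreatment; cell ATP read after overnight thapsigargin exposure of roughly 18 to 22 hours; normalized against plate controls of thapsigargin alone and 5% DMSO vehicle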
M17LAP inhibition – P. falciparum M17LAP inhibitors, primary screen, biochemical, fluorogenic H-Leu-NHMec substrate, 1536-well (AID 1619); 0.38% of 220,000 active; inhibition, % at 30 µM; hits with a dose series show IC50 in µM; recombinant M17LAP, H-Leu-NHMec fluorogenic kinetic assay; higher % means a stronger effect;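 active = compound inhibiting the enzyme by more than half at any dose during confirmatory dose-response retesting; inconclusive = strong single-dose inhibitors picked by rank but not retested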;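 also: plate controls were full reaction with DMSO carrier for no effect and no enzyme background for full effect; strong numbers were not always called active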
Salmonella PhoP GFP – inhibitors of PhoP regulon expression, primary screen, Salmonella Typhimurium, GFP reporter (AID 1863). inhibition, % at 50 µM; hits with a dose series show IC50 in µM. 0.16% of 300,000 active. S. Typhimurium PhoP-regulated promoter GFP reporter, 4 h; higher % means a stronger effect;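 active = inhibition over 29.93%, a cutoff 3 SD above the screen mean, later confirmed by dose response; inconclusive = inhibition over 29.93% but no dose response follow-up; inactive = inhibition at most 29.93% or unconfirmed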;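 also: 0% = low Mg2+ inducing control and 100% = high Mg2+ repressing control; strong numbers were not always called active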
XIAP displacement – XIAP antagonists, biochemical, IAP family, fluorescence polarization (AID 1018); 0.007% of 200,000 active; XIAP BIR domain, fluorescence polarization peptide displacement; higher % means a stronger effect; one-dose displacement, % at 20 µM; IC50 in µM for titrated hits; in the data active = displacement above about 50%; also: a part of the inactive calls stands beside numbers as strong as those of hits
P. falciparum M1AAP – P. falciparum M1AAP inhibitors, biochemical, fluorogenic H-Leu-NHMec substrate, 1536-well (AID 1445); 0.42% of 220,000 active; inhibition, % at 30 µM; hits with a dose series show IC50 in µM; recombinant M1AAP, H-Leu-NHMec fluorogenic kinetic assay; higher % means a stronger effect;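 active = primary inhibition above the hit cutoff, then over 50% inhibition at one or more dose response concentrations, cut at about 23% in these data, passing the limit was not always enough; inconclusive = conflicting primary data, or primary hits not chosen for dose response; inactive = low primary inhibition, or under 50% at every dose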;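 also: plate controls were DMSO full reaction for no effect and no enzyme background for full effect; strong numbers were not always called active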
Yfh1-off respiration – enhancers of respiration in Yfh1-depleted yeast, dose response, Friedreich's ataxia, plus single-dose screen (AID 1465) | fold induction at 50 µM; hits with a dose series show EC50 in µM | S. cerevisiae Yfh1-off respiration, WST-1 reduction, 72 h; higher fold induction means a stronger effect | 0.074% of 220,000 active;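 active = fold induction of absorbance versus untreated yeast above a set limit, then at least 30% activation at any dose in follow-up; inconclusive = repeats straddling the limit, or above it without dose testing; inactive = fold induction below the set limit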;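 also: activators that raise dye reduction in frataxin-depleted yeast; strong numbers were not always called active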
SIAH1 antagonists – blockers of Siah-1 interaction with plectin peptide – biochemical, fluorescence polarization, rhodamine-plectin, uHTS, primary screen (AID 1817); displacement, % at 20 µM, or IC50 in µM where a hit was titrated; 0.02% of 290,000 active; Siah-1 / rhodamine-plectin peptide fluorescence polarization; higher % means a stronger effect;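 active = displacement of at least 50% at 20 µM, with a fluorescence ratio check between 0.3 and a set limit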;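 also: plate controls were Siah plus tracer with DMSO for no effect and tracer alone without Siah for full effect; strong numbers were not always called active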
human PMI inhibitors – human PMI inhibitors, high substrate, primary screen, biochemical, fluorescence intensity, high mannose 6-phosphate (AID 1220) | recombinant PMI enzyme, coupled fluorescence intensity; higher % means a stronger effect | one-dose inhibition, % at 20 µM; IC50 in µM for titrated hits | 0.66% of 190,000 active; in the data active = inhibition above about 50%
* = called active by the depositor; i = inactive; u = inconclusive; x = not tested or not shown.

SMILES	West Nile antiviral	ER stress rescue	M17LAP inhibition	Salmonella PhoP GFP	XIAP displacement	P. falciparum M1AAP	Yfh1-off respiration	SIAH1 antagonists	human PMI inhibitors
O=C(Nc1nc(-c2ccccc2)cs1)C1c2ccccc2Oc2ccccc21	0.3%	-2.6%	2%	1%	-4.3%	-2%	i	-4%	20%
CCNC(=S)NC1CC2CCC(C1)N2Cc1ccccc1 (stereo unspecified)	-0.5%	0.5%	-11%	-1%	-4.2%	-1%	i	6%	-7%
O=C(N/N=C/c1cccc([N+](=O)[O-])c1)c1cnccn1	1.4%	7.2%	-10%	-1%	-1.9%	7%	i	13%	10%
O=C1C2C3c4ccccc4C(c4ccccc43)[C@@H]2C(=O)N1c1cccnc1 (stereo partly specified)	0.8%	-1.1%	5%	-17%	-1.3%	9%	i	4%	5%
CCOC(=O)/C(C#N)=C/c1c(OCC)n(CC)c2ccccc12	-0.2%	0.3%	10%	10%	-3.8%	10%	i	10%	38%
COc1ccc(N2CCN(C(c3ccco3)c3sc4nc(C)nn4c3O)CC2)cc1 (stereo unspecified)	0.8%	-1.7%	-7%	0%	0.4%	-3%	i	-3%	-3%
O=C(Nc1cccc(S(=O)(=O)NC2=NCCCCC2)c1)c1cccnc1Cl	-0.1%	x	8%	-11%	x	2%	i	4%	x
CC(C)N(C(=O)CSc1nc2ccccc2n1Cc1ccccc1F)C(C)C	-1.8%	0.0%	-4%	-6%	-9.5%	10%	i	5%	2%
COc1ccccc1N=C1SCC(=O)N1c1ccccc1OC	-0.2%	-0.6%	2%	12%	-2.1%	0%	i	0%	-10%
Cc1ccc(CN2CCN(/N=C\C(Br)=C\c3ccccc3)CC2)cc1	-1.2%	0.5%	-6%	7%	-3.5%	5%	i	0%	11%
Cc1c(NC(=O)NCCN2C(=O)C3C4C=CC(C4)C3C2=O)c(=O)n(-c2ccccc2)n1C (stereo unspecified)	-0.2%	-0.8%	1%	12%	-1.0%	1%	i	3%	8%
COc1ccc(S(=O)(=O)N=C2C=C(C)C(=O)C(C)=C2)cc1	0.0%	0.8%	-2%	-2%	-13%	7%	i	7%	62%*
Cc1cc(C(=O)NNC(=O)c2nn(C)c(=O)c3ccccc23)c(C)o1	1.1%	-0.8%	-3%	5%	-5.1%	4%	i	11%	-4%
Cc1ccc(CNS(=O)(=O)NCc2ccc(Cl)cc2)cc1	0.1%	0.0%	1%	-7%	-5.5%	-2%	i	20%	6%
O=C(c1ccco1)N1CCN(C(c2cccs2)c2nnnn2C2CCCCC2)CC1 (stereo unspecified)	0.3%	0.2%	-4%	9%	-4.7%	7%	i	1%	2%
Cc1cc(C)n2ncc(C(=O)NCc3cccnc3)c2n1	-0.1%	0.6%	-7%	20%	-0.2%	4%	i	0%	-9%
CCCCOC(=O)Nc1ccc(N2CCOCC2)cc1	0.3%	-2.1%	2%	3%	-5.6%	7%	i	22%	5%
CC(C)N(Cc1ccccc1)C(=S)NC(=O)C1(C)CC1(Cl)Cl (stereo unspecified)	1.0%	0.5%	-2%	-1%	-2.7%	11%	i	1%	14%
CC(C)[C@H]1C=C(C(=O)O)O[C@@H](OCc2ccc(CO)cc2)C1	0.1%	x	-2%	-1%	x	4%	i	14%	x
COc1ccc(N2C(=O)C3CCCN3C2c2ccc(C)cc2)cc1Cl (stereo unspecified)	0.0%	-1.1%	-9%	15%	-0.6%	3%	i	0%	-3%
COc1ccc(N2C(=O)c3ccccc3NC2c2ccc(OC)c(Cn3cc([N+](=O)[O-])cn3)c2)cc1 (stereo unspecified)	0.0%	x	-1%	-5%	x	-1%	i	11%	x
CCSc1nnc(NC(=O)c2ccccn2)s1	1.6%	x	7%	12%	-2.2%	1%	i	-4%	24%
O=C(C[n+]1ccc2ccccc2c1)c1ccc(NC(=O)c2ccccc2)cc1	0.2%	-1.3%	5%	3%	10%	10%	i	-3%	-2%
O=C(O)c1ccc(N2C(=O)CC(N3CCC(c4nc5ccccc5[nH]4)CC3)C2=O)cc1 (stereo unspecified)	0.6%	-1.2%	4%	2%	-9.4%	3%	i	0%	-8%
CCOC(=O)N1CCN(Cc2nc(-c3cccs3)no2)CC1	0.1%	5.8%	-2%	-8%	-8.5%	8%	i	0%	17%
CCCCn1c(=O)[nH]c(=O)c2c1nc(-c1cc3c(cc1Br)OCO3)n2C	-0.8%	1.4%	2%	-9%	1.5%	9%	i	5%	-6%
CN1C(=O)CC(N2CCC(c3nc4ccccc4[nH]3)CC2)C1=O (stereo unspecified)	0.2%	-1.0%	-5%	-1%	0.0%	12%	i	-2%	28%
Cc1ncc(CO)c(/C=N/NC(=O)c2cc3c(s2)CCCC3)c1O	-0.8%	0.0%	7%	-4%	-11%	-2%	i	-1%	-39%
COc1ccc(/C=C/C(=O)NCC(=O)N/N=C/c2ccc(OC)cc2)cc1	-0.1%	3.4%	-2%	-3%	-2.5%	-1%	i	10%	-4%
O=C1c2cccnc2C(Nc2ccccc2Br)N1Cc1ccco1 (stereo unspecified)	-0.3%	-0.7%	-1%	11%	-4.8%	2%	i	17%	-10%
COc1ccc2nc(Cl)cc(Cl)c2c1	0.3%	x	-13%	-11%	x	-3%	i	4%	x
O=C(Nc1cccc(F)c1)c1ccc(-c2ccccc2Cl)o1	-0.4%	-3.1%	-1%	2%	-5.6%	-2%	i	-3%	-1%
CC1(C(=O)NCc2ccc(F)cc2)Oc2ccccc2NC1=O (stereo unspecified)	0.2%	x	-4%	-7%	-14%	-5%	i	-2%	3%
Cc1ccc(-n2cccc2/C=C2\C(=N)N3N=C(c4ccco4)SC3=NC2=O)cc1	0.0%	x	27%	-7%	-18%	2%	i	-25%	-17%
O=c1c2sc3nc(N4CCOCC4)c4c(c3c2nnn1Cc1ccccc1)CCCC4	-0.3%	2.2%	3%	-5%	-2.3%	0%	i	1%	6%
Cc1ccc(S(=O)(=O)c2nc(Nc3ccccc3)sc2Cl)cc1	-1.2%	-0.9%	6%	13%	-2.5%	1%	i	1%	18%
CCN(CC)CCNC(=O)C12CC3CC(C)(CC(C)(C3)C1)C2	0.6%	-0.8%	-3%	-2%	0.8%	-1%	i	0%	1%
COc1ccc(NC(=O)/C(=C/c2cccs2)NC(=O)c2ccco2)cc1	0.6%	x	16%	-7%	x	9%	i	3%	x
CCOCc1c(C(=O)OCC(=O)/C(C#N)=C(\C)N)oc2ccccc12	0.6%	-0.3%	5%	3%	-5.2%	4%	i	-4%	-1%
COc1ccc(NC(=S)N2CCC(N(C)CC3CCCO3)CC2)cc1Cl (stereo unspecified)	-0.6%	-1.6%	-1%	-25%	-5.5%	6%	i	-1%	-2%
O=S(=O)(c1ccc(-c2ccon2)s1)N1CCN(c2ccncc2)CC1	0.2%	x	0%	-3%	x	-4%	i	105%	x
Cc1cccnc1Sc1c([N+](=O)[O-])ncn1C	0.0%	-2.1%	2%	20%	-3.3%	3%	i	14%	-8%
COc1ccc(CCN2C(=O)CSC2=Nc2ccc(C(C)C)cc2)cc1OC	-1.1%	x	5%	-1%	x	6%	i	0%	x
CCOc1ccccc1/C=N/NC(=O)CNC(=O)c1cccs1	0.2%	6.8%	4%	5%	-3.7%	3%	i	3%	-9%
O=C(OCCN=C1NS(=O)(=O)c2ccccc21)c1ccco1	0.5%	-1.4%	-7%	3%	-12%	2%	i	-2%	7%

Ordered by SMILES length (falling): 3 of the compounds above.
SMILES	West Nile antiviral	ER stress rescue	M17LAP inhibition	Salmonella PhoP GFP	XIAP displacement	P. falciparum M1AAP	Yfh1-off respiration	SIAH1 antagonists	human PMI inhibitors
CCOCc1c(C(=O)OCC(=O)/C(C#N)=C(\C)N)oc2ccccc12	0.6%	-0.3%	5%	3%	-5.2%	4%	i	-4%	-1%
COc1ccc(CCN2C(=O)CSC2=Nc2ccc(C(C)C)cc2)cc1OC	-1.1%	x	5%	-1%	x	6%	i	0%	x
Cc1ccc(S(=O)(=O)c2nc(Nc3ccccc3)sc2Cl)cc1	-1.2%	-0.9%	6%	13%	-2.5%	1%	i	1%	18%

(further entries)
SMILES	West Nile antiviral	ER stress rescue	M17LAP inhibition	Salmonella PhoP GFP	XIAP displacement	P. falciparum M1AAP	Yfh1-off respiration	SIAH1 antagonists	human PMI inhibitors
Cc1cccc(C)c1N(CC(=O)N1CCN(C)CC1)S(C)(=O)=O	0.1%	1.7%	-5%	6%	-1.6%	7%	i	-3%	-8%
CC(C)Cn1c(NCCN(C)C)nc2c1c(=O)[nH]c(=O)n2C	-0.3%	1.6%	-8%	25%	-3.3%	9%	i	-2%	3%
O=C(NCCN1CCOCC1)Nc1cccc(Cl)c1	-0.3%	-1.3%	3%	3%	-5.4%	-1%	i	-2%	3%
Cc1cc(C)n(Cc2ccc(C(=O)NCCC3=CCCCC3)o2)n1	0.4%	-1.3%	-9%	-11%	-7.8%	10%	i	3%	14%
O=C(/C=C/c1ccc2c(c1)OCO2)N1CCN(c2ccc(Cl)cc2)CC1	0.1%	0.8%	14%	1%	-7.6%	2%	i	-7%	-4%
CNc1ccc(Br)cc(C(=O)/C=C/c2cccc(OC)c2)c1=O	-0.3%	-2.2%	20%	-11%	6.9%	10%	i	17%	-18%
COc1ccccc1CNC(=O)C(NS(=O)(=O)c1cccc2nsnc12)C(C)C (stereo unspecified)	0.0%	x	-2%	-1%	x	4%	i	1%	x
NC(=O)COC(=O)c1cc(S(=O)(=O)N2CCN(c3ccccc3)CC2)ccc1Cl	-0.6%	-1.1%	-6%	0%	-5.5%	-2%	i	2%	5%
CN1C(=O)C(CC(=O)Nc2ccc(F)cc2)N(Cc2cccs2)C1=S (stereo unspecified)	-1.7%	x	1%	-10%	x	9%	i	0%	x
COc1ccc2c(c1)OC1=C(C(=O)CCC1)C2C1=C(O)CCCC1=O (stereo unspecified)	0.4%	-0.8%	17%	35%	-3.4%	6%	i	-3%	9%
O=C(Cc1ccc(Cl)cc1)Nc1ccc2oc(-c3ccncc3)nc2c1	u	-2.7%	5%	5%	-9.5%	-2%	x	-3%	0%
CC1=C(C(=O)Nc2ccccc2)C(c2ccc(C)o2)N2C(=O)CSC2=N1 (stereo unspecified)	0.1%	0.3%	3%	0%	-0.3%	4%	i	7%	7%
COc1cc2c(cc1OC)C(c1ccc(Cl)cc1)=NCC2	-0.4%	x	9%	7%	x	0%	i	7%	x
Cc1ccc(NC(=O)c2cc(NC(=O)c3ccco3)ccc2N2CCOCC2)cc1Cl	-0.3%	0.8%	-3%	1%	-5.8%	9%	i	4%	2%
CC(N=c1ccccn1C(=O)Nc1ccc(F)cc1)c1ccco1 (stereo unspecified)	-0.3%	-1.6%	-6%	-8%	-11%	4%	i	1%	6%
CCOc1ccc(C2C(C(=O)c3ccc(C)o3)=C(O)C(=O)N2CCCN(CC)CC)cc1 (stereo unspecified)	0.5%	x	8%	-3%	x	4%	i	4%	x
